Screening results as filed in PubChem.
HIV peptide binding = inhibitors of HIV fusion peptide binding, primary screen, biochemical, uHTS, fluorescence dequenching (AID 1986); cell-free peptide binding, fluorescence dequenching, 30 min; higher % means a stronger effect; inhibition, % at 20 µM, or IC50 in µM where a hit was titrated; actives 0.3% (n = 290,000); in the data active = inhibition mostly above about 52%, no sharp cut-off; inactive = mostly below about 76%; also: some results filed as inactive read as strong as hits
KOR beta-arrestin-1 = KOR antagonists, beta-arrestin recruitment, cell-based, luminescence, uHTS (AID 1778) | one-dose inhibition, % at 10 µM; IC50 in µM for titrated hits | actives 0.091% (n = 290,000) | KOR beta-arrestin recruitment, luminescence, antagonist mode; higher % means a stronger effect; also: strong numbers were not always called active
NOD1 inhibition = NOD1 signaling inhibitors, primary screen, cell-based, luminescence, uHTS (AID 1578); NOD1-driven NF-kB luciferase reporter cells, luminescence; higher % means a stronger effect; inhibition, % at 4 µM; hits with a dose series show EC50 in µM; actives 1% (n = 290,000); in the data active = inhibition mostly above about 36%, no sharp cut-off; inactive = mostly below about 34%;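 also: HEK-293T reporter cells stimulated with the NOD1 agonist gamma-tri-DAP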
Myeloid diff MLP = induction of myeloid progenitor differentiation, primary screen, cell-based, flow cytometry, MLPCN library. ER-HoxA9 myeloid progenitors, lysozyme-GFP differentiation. actives 1% (n = 360,000). calls only at 10 µM;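 active = normalized GFP-positive differentiation at or above the plate's own cutoff, the solvent-only control mean plus 3 SD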;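 also: cells exposed to compound for four days before flow analysis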
KOR beta-arrestin-2 = KOR agonists, beta-arrestin recruitment, primary screen, cell-based, luminescence, uHTS (AID 1777). KOR beta-arrestin recruitment, luminescence; higher % means a stronger effect. one-dose activation, % at 10 µM; EC50 in µM for titrated hits. actives 0.02% (n = 280,000); in the data active = activation above about 50%, passing the limit was not always enough; also: a part of the inactive calls stands beside numbers as strong as those of hits
NOD2 inhibition = NOD2 signaling inhibitors, cell-based, luminescence, uHTS, HEK293 (AID 1566) | HEK293 NOD2/NF-kB luciferase reporter, luminescence; higher % means a stronger effect | inhibition, % at 4 µM; hits with a dose series show EC50 in µM | actives 0.63% (n = 290,000); also: many of its hits are not listed in these tables
GPR35 arrestin U2OS = GPR35 antagonists blocking zaprinast-driven arrestin recruitment, primary screen, imaging, U2OS, beta-arrestin-GFP, zaprinast agonist (AID 2058). G-protein coupled receptor 35 (Homo sapiens). U2OS GPR35 beta-arrestin-GFP translocation imaging, zaprinast antagonism; higher % means a stronger effect. inhibition, % at 10 µM, or IC50 in µM where a hit was titrated. actives 0.052% (n = 290,000);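 active = inhibition of at least 50% with at least 30 cells and total cytoplasm GFP at most 10,000,000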
GPR55 beta-arrestin = GPR55 agonists via beta-arrestin recruitment, primary screen, imaging, U2OS cells, beta-arrestin-GFP redistribution (AID 1961); actives 0.048% (n = 290,000); U2OS GPR55 beta-arrestin-GFP redistribution imaging; higher % means a stronger effect; activation, % at 10 µM, or EC50 in µM where a hit was titrated; G-protein coupled receptor 55 (Homo sapiens);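 active = activation above 40% with more than 50 cells counted in the well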;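 also: U2OS osteosarcoma cells stably expressing GPR55 and beta-arrestin-GFP; plate controls were DMSO negative control for no effect and LPI positive control for full effect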
GPR55 LPI antagonism = GPR55 antagonists blocking LPI-driven arrestin recruitment, primary screen, imaging, U2OS, beta-arrestin-GFP, LPI agonist (AID 2013). inhibition, % at 10 µM, or IC50 in µM where a hit was titrated. G-protein coupled receptor 55 (Homo sapiens). U2OS GPR55 beta-arrestin-GFP translocation imaging, LPI antagonism; higher % means a stronger effect. actives 0.13% (n = 290,000);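 active = spots per cell inhibited over 60%, with over 100 cells counted and total cytoplasm intensity under 500,000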;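 also: U2OS cells stably carrying GPR55 and arrestin-GFP stimulated by 5 µM LPI near EC80; imaged beta-arrestin-GFP aggregate spots per cell after agonist stimulation; plate controls were LPI-stimulated DMSO wells for no effect and DMSO wells without LPI for full effect; some results filed as inactive read as strong as hits; confirmed hits need IC50 under 10 µM and bright autofluorescent wells are also inconclusive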
Myeloid diff MLP GFP+ MAC1+ % = further read-out of Myeloid diff MLP, marked with its call; GFP+ MAC1+ double positive, %; measured here: differentiation confirmed by MAC1 staining
An asterisk follows results filed as active; i = inactive; / = not tested or not shown; [ ] = another dose, or the depositor's remark. Rule as the data show it, unless noted: active = inhibition above about 50%; inactive = the rest. The list is partial, so the mix of outcomes need not match the whole.

1) O=C(Nc1c(C(=O)C2CC2)oc2ccccc12)c1ccc(Cl)cc1
2) COc1ccc(NC(=O)c2cc([N+](=O)[O-])ccc2N2CCCCC2)cc1
3) CCn1cc(/C=N/NS(=O)(=O)c2ccc(C)cc2)c(C)n1
4) COc1ccccc1C(=O)Nc1nnc(S(=O)(=O)N2CCC(C)CC2)s1
5) Cc1ccc[n+](CC(=O)c2ccc(NC(=O)c3ccccc3)cc2)c1
6) O=C(CCn1c(=S)oc2ccccc21)N1CCCCC1
assay / compound	1	2	3	4	5	6
HIV peptide binding	1.7%	0.3%	2.5%	2.0%	-1.2%	0.9%
KOR beta-arrestin-1	10%	-17%	-27%	-37%	-20%	-7%
NOD1 inhibition	17%	-27%	10%	-48%	-38%	-37%
Myeloid diff MLP	i	i	i	i	i	i
Myeloid diff MLP GFP+ MAC1+ %	0.6	0.4	0.9	1.1	0.4	0.5
KOR beta-arrestin-2	-1.9%	1.9%	-2.5%	2.0%	-4.0%	-7.3%
NOD2 inhibition	17%	-14%	7%	-17%	15%	2%
GPR35 arrestin U2OS	-18%	2%	-10%	-7%	10%	-1%
GPR55 beta-arrestin	-0.3%	0.4%	-0.1%	0.1%	-0.3%	0.0%
GPR55 LPI antagonism	-15%	0%	-5%	-14%	8%	0%

7) O=C(NC(=S)Nc1nc(-c2ccc([N+](=O)[O-])cc2)cs1)c1ccco1
8) O=C(NCc1ccc(F)cc1)C1CCCN(C(=O)Nc2ccc(F)cc2)C1 (stereo unspecified)
9) O=C(NC1CCCCNC1=O)c1ccccc1 (stereo unspecified)
10) Cc1nn(-c2ccccc2)c(Cl)c1/C=N/NC(=O)c1ccco1
11) CC(=O)c1ccc(N2CCN(C(=O)c3cc4c(C)nc5ccccc5c4o3)CC2)cc1
12) Cc1ccc(S(=O)(=O)NCCC(=O)Nc2ccc(S(=O)(=O)NC(C)C)cc2)cc1
assay / compound	7	8	9	10	11	12
HIV peptide binding	0.1%	0.9%	0.8%	-3.5%	-0.1%	0.3%
KOR beta-arrestin-1	-2%	-2%	1%	-22%	-54%	-34%
NOD1 inhibition	-10%	-4%	-10%	-33%	-5%	-32%
Myeloid diff MLP	i	i	i	i	i	i
Myeloid diff MLP GFP+ MAC1+ %	0.5	0.6	0.3	1.0	3.2	0.6
KOR beta-arrestin-2	2.6%	1.4%	2.1%	0.1%	-2.9%	3.7%
NOD2 inhibition	16%	6%	-3%	-81%	20%	18%
GPR35 arrestin U2OS	-1%	-2%	-5%	-1%	-11%	16%
GPR55 beta-arrestin	0.0%	-0.2%	-0.2%	-0.1%	-0.1%	-0.2%
GPR55 LPI antagonism	11%	-7%	9%	21%	11%	0%

13) CC1=C(C(=O)OCc2ccccc2)C(c2ccc(Cl)cc2)NC(=O)N1C (stereo unspecified)
14) CC(C)(ONC(=O)Nc1ccccc1Cl)C(=O)O
15) CCNc1nc(Cl)nc(NNC(=O)C(C)Oc2ccccc2)n1 (stereo unspecified)
16) NC(=O)c1cc(Cl)ccc1OCC(=O)N1CCCc2ccccc21
17) CCc1nc(Sc2nc(C)cc(C)n2)c2oc3ccccc3c2n1
18) CCOC(=O)C1(Cc2ccccc2Cl)CCN(S(C)(=O)=O)CC1
assay / compound	13	14	15	16	17	18
HIV peptide binding	-1.3%	0.0%	-0.9%	0.6%	-0.7%	1.5%
KOR beta-arrestin-1	-8%	-10%	20%	-8%	4%	4%
NOD1 inhibition	-1%	9%	-1%	-13%	48%	-16%
Myeloid diff MLP	i	i	i	i	i	i
Myeloid diff MLP GFP+ MAC1+ %	0.9	2.5	0.5	0.5	1.1	0.0
KOR beta-arrestin-2	1.2%	4.2%	-0.4%	0.2%	-6.3%	2.7%
NOD2 inhibition	20%	-22%	-1%	10%	23%	1%
GPR35 arrestin U2OS	20%	-7%	4%	3%	4%	-3%
GPR55 beta-arrestin	-0.2%	-0.3%	0.1%	-0.1%	-0.2%	0.5%
GPR55 LPI antagonism	8%	6%	7%	2%	-12%	-4%

10 structures out of the list, arranged by heavy-atom count, highest first.
11) CC(=O)c1ccc(N2CCN(C(=O)c3cc4c(C)nc5ccccc5c4o3)CC2)cc1
12) Cc1ccc(S(=O)(=O)NCCC(=O)Nc2ccc(S(=O)(=O)NC(C)C)cc2)cc1
8) O=C(NCc1ccc(F)cc1)C1CCCN(C(=O)Nc2ccc(F)cc2)C1 (stereo unspecified)
13) CC1=C(C(=O)OCc2ccccc2)C(c2ccc(Cl)cc2)NC(=O)N1C (stereo unspecified)
7) O=C(NC(=S)Nc1nc(-c2ccc([N+](=O)[O-])cc2)cs1)c1ccco1
17) CCc1nc(Sc2nc(C)cc(C)n2)c2oc3ccccc3c2n1
15) CCNc1nc(Cl)nc(NNC(=O)C(C)Oc2ccccc2)n1 (stereo unspecified)
6) O=C(CCn1c(=S)oc2ccccc21)N1CCCCC1
assay / compound	11	12	8	13	7	17	15	6
HIV peptide binding	-0.1%	0.3%	0.9%	-1.3%	0.1%	-0.7%	-0.9%	0.9%
KOR beta-arrestin-1	-54%	-34%	-2%	-8%	-2%	4%	20%	-7%
NOD1 inhibition	-5%	-32%	-4%	-1%	-10%	48%	-1%	-37%
Myeloid diff MLP	i	i	i	i	i	i	i	i
Myeloid diff MLP GFP+ MAC1+ %	3.2	0.6	0.6	0.9	0.5	1.1	0.5	0.5
KOR beta-arrestin-2	-2.9%	3.7%	1.4%	1.2%	2.6%	-6.3%	-0.4%	-7.3%
NOD2 inhibition	20%	18%	6%	20%	16%	23%	-1%	2%
GPR35 arrestin U2OS	-11%	16%	-2%	20%	-1%	4%	4%	-1%
GPR55 beta-arrestin	-0.1%	-0.2%	-0.2%	-0.2%	0.0%	-0.2%	0.1%	0.0%
GPR55 LPI antagonism	11%	0%	-7%	8%	11%	-12%	7%	0%

14) CC(C)(ONC(=O)Nc1ccccc1Cl)C(=O)O
9) O=C(NC1CCCCNC1=O)c1ccccc1 (stereo unspecified)
assay / compound	14	9
HIV peptide binding	0.0%	0.8%
KOR beta-arrestin-1	-10%	1%
NOD1 inhibition	9%	-10%
Myeloid diff MLP	i	i
Myeloid diff MLP GFP+ MAC1+ %	2.5	0.3
KOR beta-arrestin-2	4.2%	2.1%
NOD2 inhibition	-22%	-3%
GPR35 arrestin U2OS	-7%	-5%
GPR55 beta-arrestin	-0.3%	-0.2%
GPR55 LPI antagonism	6%	9%

Carrying on:
19) CCCc1ccc(OCCNC(=O)CC)cc1
20) Cc1ccc(NC(=O)COC(=O)C2CC2C)c(S(=O)(=O)N2CCCCC2)c1 (stereo unspecified)
21) CCOC(=O)N1CCN(C(=O)C2CCC(=O)N(Cc3cccc(C(F)(F)F)c3)C2)CC1 (stereo unspecified)
22) CCOC(=O)N1CCC(NC(=O)c2cc(C(=O)NCC(OC)OC)ccc2CO)CC1
23) CCOC(=O)C1CCN(C(=O)c2cccc(NS(=O)(=O)c3ccc(F)c(F)c3)c2)CC1
24) O=C(c1nc2ccccn2c1CN1CCN(c2ccccc2O)CC1)N1CCCC1
assay / compound	19	20	21	22	23	24
HIV peptide binding	-1.1%	1.9%	0.7%	-1.4%	1.5%	0.6%
KOR beta-arrestin-1	4%	-12%	4%	10%	-10%	2%
NOD1 inhibition	-18%	-42%	2%	-6%	-44%	-41%
Myeloid diff MLP	i	i	i	i	i	i
Myeloid diff MLP GFP+ MAC1+ %	5.6	0.9	0.5	0.7	0.7	0.9
KOR beta-arrestin-2	-0.7%	13%	1.1%	-7.0%	-1.5%	3.0%
NOD2 inhibition	5%	2%	20%	3%	-5%	-12%
GPR35 arrestin U2OS	3%	12%	-9%	-3%	0%	-7%
GPR55 beta-arrestin	0.2%	0.3%	0.6%	0.2%	0.4%	0.1%
GPR55 LPI antagonism	1%	-18%	5%	8%	-4%	-10%

25) NS(=O)(=O)c1cccc(NC(=O)COC(=O)CC2CC3CCC2C3)c1 (stereo unspecified)
26) CCN1CCN(CCCNC(=O)c2cn(CCOC)c(=O)c3c2c2ccccc2n3C)CC1
27) CN(C)C1=C(Cl)C(=O)N(c2ccc(Cl)c(Cl)c2)C1=O
28) COc1ccc(-c2nc(C#N)c(NCc3ccc(F)cc3)o2)cc1OC
29) CC(Sc1nnc(-c2cccs2)n1-c1ccccc1)C(=O)NCc1ccc2c(c1)OCO2 (stereo unspecified)
30) CC(C)OC(=O)CSc1nc(Cc2ccccc2)nc2ccccc12
assay / compound	25	26	27	28	29	30
HIV peptide binding	0.4%	-1.7%	8.5%	-1.2%	-0.8%	-0.5%
KOR beta-arrestin-1	-14%	9%	11%	18%	-7%	-21%[20 µM]
NOD1 inhibition	-32%	-24%	-8%	3%	-2%	-6%
Myeloid diff MLP	i	i	i	i	i	i
Myeloid diff MLP GFP+ MAC1+ %	0.2	5.0	1.0	0.5	0.8	0.2
KOR beta-arrestin-2	2.4%	-2.8%	1.1%	-1.0%	-9.3%	/
NOD2 inhibition	-4%	4%	4%	-7%	20%	8%
GPR35 arrestin U2OS	8%	-13%	10%	-13%	23%	7%
GPR55 beta-arrestin	-0.3%	0.2%	0.4%	0.1%	-0.1%	0.2%
GPR55 LPI antagonism	-9%	12%	-1%	-11%	7%	0%

31) Cc1ccc(/C=N/n2c(C3CCCCC3)n[nH]c2=S)cc1
32) O=C(NCC(c1ccc(F)cc1)N1CCOCC1)c1ccc(Br)o1 (stereo unspecified)
33) Cc1ccc(S(=O)(=O)c2cc3c(=O)n4cccc(C)c4nc3n(Cc3ccco3)c2=N)cc1C
34) O=[N+]([O-])c1cccnc1Oc1ccc(OCc2ccccc2)cc1
35) O=C(C/C=N/OCc1ccccc1F)c1cnc(-c2ccc(Cl)cc2)s1
36) Cc1ccccc1-n1c(SCC(=O)c2c(N)n(C)c(=O)n(C)c2=O)nnc1-c1cccnc1
assay / compound	31	32	33	34	35	36
HIV peptide binding	0.3%	-1.0%	-2.2%	-1.2%	12%	2.8%
KOR beta-arrestin-1	-6%	26%	28%	30%	-20%	-3%
NOD1 inhibition	8%	6%	36%	8%	-4%	-37%
Myeloid diff MLP	i	i	/	i	i	i
Myeloid diff MLP GFP+ MAC1+ %	0.5	2.2	/	0.9	1.4	1.0
KOR beta-arrestin-2	-4.2%	-2.7%	-2.0%	-25%	-0.6%	-0.4%
NOD2 inhibition	33%	-3%	-4%	-1%	-26%	9%
GPR35 arrestin U2OS	27%	10%	-1%	0%	7%	14%
GPR55 beta-arrestin	-0.1%	-0.2%	0.1%	-0.1%	0.0%	-0.2%
GPR55 LPI antagonism	6%	13%	7%	-12%	15%	5%
